Compound activity: PubChem BioAssay, several laboratories
HCV NS3 hel inh – HCV NS3 helicase inhibition | NS3 helicase DNA unwinding, Cy5 molecular beacon fluorescence | inhibition, % at 10.9 µM | 290,000 compounds, 0.56% hits;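 active means inhibition above the mean of all tested compounds plus 3 SD, set per campaign, cut at about 35% in these data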;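 further: 0% = DMSO wells and 100% = thioflavine S control wells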
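Control set: DMSO versus 110 µM thioflavine S; Material: NS3 helicase fragment of HCV; Measured by: Cy5 fluorescence at 0 and 60 min, beacon hairpin quenching; Read-out basis: percent inhibition from t60/t0 fluorescence ratio; Times: reaction time 60 min, 25 °C; Repeats: single replicate; Compound dosing: single dose, 10.9 µM nominal final, DMSO 0.8% final.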
CRFBP-R2 block – antagonists of CRF-binding protein/CRF-R2 receptor complex. 350,000 compounds, 0.59% hits. inhibition, % at 11.8 µM. AID 588475. HEK293 CRF-R2/CRF-BP, CRF-induced calcium fluorescence;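 active means inhibition of the ligand-induced calcium signal above about 50% at the single tested concentration, limit read from the data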
MEKK3 PB1 HTS – MEKK3-MEK5 PB1 interaction, increase or decrease; binding response (% of control), % at 10 µM; bead-based flow cytometry, Alexa488-MEK5 binding to MEKK3; actives lie on both sides; 0 = blocked by unlabeled MEK5, 100 = vehicle; Q99759; 290,000 compounds, 1.4% hits;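 active means binding response more than 3 SD above or below the average of its plate-row segment, actives on both sides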;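 further: Alexa488 bead fluorescence after subtracting the streptavidin-only scavenger bead signal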
Target sequence (Q99759 whole entry, looked up): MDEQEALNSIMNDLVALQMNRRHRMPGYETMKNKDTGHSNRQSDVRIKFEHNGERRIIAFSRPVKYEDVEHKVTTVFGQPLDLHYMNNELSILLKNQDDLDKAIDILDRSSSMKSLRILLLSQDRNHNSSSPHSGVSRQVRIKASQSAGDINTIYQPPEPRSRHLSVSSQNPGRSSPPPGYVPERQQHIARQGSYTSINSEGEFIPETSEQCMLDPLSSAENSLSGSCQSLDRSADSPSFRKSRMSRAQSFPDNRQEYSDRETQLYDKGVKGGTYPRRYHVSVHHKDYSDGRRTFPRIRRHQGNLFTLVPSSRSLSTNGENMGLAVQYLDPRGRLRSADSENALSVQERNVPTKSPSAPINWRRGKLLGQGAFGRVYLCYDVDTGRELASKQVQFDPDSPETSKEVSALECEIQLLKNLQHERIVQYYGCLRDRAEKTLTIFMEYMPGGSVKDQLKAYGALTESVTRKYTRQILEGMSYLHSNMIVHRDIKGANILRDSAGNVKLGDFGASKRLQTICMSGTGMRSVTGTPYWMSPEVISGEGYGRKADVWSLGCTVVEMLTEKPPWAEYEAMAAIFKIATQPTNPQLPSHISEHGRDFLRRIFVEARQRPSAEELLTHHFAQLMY
CRFR2-BP ag – CRF-BP/CRF-R2 complex agonism | HEK293 CRF-R2/CRF-BP, calcium dye fluorescence (FLIPR); percent of saturating CRF peptide response | activation, % at 13.2 µM | 350,000 compounds, 0.46% hits | AID 588473;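 active means activation of at least 50%, plus an integration ratio under a set limit after plate pattern correction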;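 further: plate controls were neutral control wells without compound for no effect and CRF at EC100 for full effect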
SUMO HTRF inh – blocks human SUMOylation mediated by UBC9; inhibition, % at 35 µM; HTRF SUMOylation assay, SAE1/SAE2 + UBC9, in vitro; AID 2006; P63279; 290,000 compounds, 0.36% hits; in the data active means inhibition above about 50%, passing the limit was not always enough; further: strong numbers were not always called active
Target sequence (P63279 whole entry, looked up): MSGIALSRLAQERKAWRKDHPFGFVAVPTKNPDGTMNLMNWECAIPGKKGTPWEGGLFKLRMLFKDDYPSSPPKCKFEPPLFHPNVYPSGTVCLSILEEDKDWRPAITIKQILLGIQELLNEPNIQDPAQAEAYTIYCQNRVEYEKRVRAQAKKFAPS
DNA FID counter – displaces DNA intercalator in HCV helicase counter-screen | DNA fluorescent intercalator displacement, fluorescence | inhibition, % at 7.9 µM | 290,000 compounds, 0.17% hits; in the data active means inhibition above about 37%;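 further: 0% = vehicle and 100% = reference compound; higher means more ethidium bromide displaced from hairpin DNA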
MEKK2 WT-MEK5 – raises or lowers MEK5 binding to wildtype human MEKK2 PB1 domain; Q9Y2U5; bead flow cytometry, Alexa488-MEK5 binding to MEKK2 WT; actives lie on both sides; binding response (% of control), % at 10 µM; 290,000 compounds, 1.1% hits; AID 1531; in the data active means binding response below about 67% or above about 130%
MEKK2mut PB1 HTS – signal of MEK5 binding to mutant human MEKK2 PB1 domain. bead flow cytometry, Alexa488-MEK5 binding to MEKK2 mutant. percent response, % at 10 µM. 290,000 compounds, 0.35% hits. AID 1530; in the data active means percent response above about 24%, passing the limit was not always enough; further: inactives centre near 1; some results filed as inactive read as strong as hits
GalR3 antagonist – antagonists of human GalR3 | O60755 | HEK293 GalR3-CNG cAMP membrane potential fluorescence; galR3 body fused to GalR1 C-terminus | inhibition, % at 3 µM | 360,000 compounds, 0.44% hits | AID 651719;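 active means inhibition above the screen-wide average plus 3 SD, cut at about 13% in these data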;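 further: forskolin and galanin both at EC90 stimulate the cells; cAMP rise reported by CNG channel membrane potential dye signal; 0% = forskolin plus galanin with DMSO and 100% = forskolin alone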
Target sequence (O60755 1-299 limits assumed): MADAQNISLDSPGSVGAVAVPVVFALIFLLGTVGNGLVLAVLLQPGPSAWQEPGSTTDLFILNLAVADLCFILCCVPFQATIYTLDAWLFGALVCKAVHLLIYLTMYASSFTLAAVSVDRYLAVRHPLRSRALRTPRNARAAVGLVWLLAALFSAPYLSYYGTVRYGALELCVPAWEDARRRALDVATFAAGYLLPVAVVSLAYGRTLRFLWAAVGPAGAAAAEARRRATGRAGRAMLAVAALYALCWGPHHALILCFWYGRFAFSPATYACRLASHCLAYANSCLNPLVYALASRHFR
* marks the source's active call; other numbers are inactive results.

Results for Cc1ccccc1CN1C(=O)CS/C1=N/N=C/c1ccco1 ?
HCV NS3 hel inh: 45*; CRFBP-R2 block: 5; MEKK3 PB1 HTS: 97; CRFR2-BP ag: 3.4; SUMO HTRF inh: -11; DNA FID counter: -32; MEKK2 WT-MEK5: 94; MEKK2mut PB1 HTS: -15; GalR3 antagonist: -7

What do the screens show for `COc1ccccc1OCc1nc(C#N)c(NCc2ccco2)o1`?
HCV NS3 hel inh: 6; CRFBP-R2 block: 1; MEKK3 PB1 HTS: 104; CRFR2-BP ag: 0.7; SUMO HTRF inh: 15; DNA FID counter: -2; MEKK2 WT-MEK5: 112; MEKK2mut PB1 HTS: 3; GalR3 antagonist: -2

Results for CCCCn1nc2cc(C(=O)NCCc3cccs3)ccc2c1OCC ?
HCV NS3 hel inh: -9; CRFBP-R2 block: 7; MEKK3 PB1 HTS: 104; CRFR2-BP ag: -1.6; SUMO HTRF inh: 23; DNA FID counter: -24; MEKK2 WT-MEK5: 109; MEKK2mut PB1 HTS: 7; GalR3 antagonist: -1

What do the screens show for `O=C(NCc1cccs1)C1CCN(S(=O)(=O)c2ccc(Cl)cc2)CC1`?
HCV NS3 hel inh: -21; CRFBP-R2 block: 4; MEKK3 PB1 HTS: 97; CRFR2-BP ag: 0.5; SUMO HTRF inh: 15; DNA FID counter: -10; MEKK2 WT-MEK5: 94; MEKK2mut PB1 HTS: -5; GalR3 antagonist: -5

Results for O=C(NCc1cccc(C(F)(F)F)c1)C1CCCN(c2cnccn2)C1 (stereo unspecified) ?
HCV NS3 hel inh: -3; CRFBP-R2 block: -7; MEKK3 PB1 HTS: 98; CRFR2-BP ag: -1.7; SUMO HTRF inh: 10; DNA FID counter: -18; MEKK2 WT-MEK5: 97; MEKK2mut PB1 HTS: -1; GalR3 antagonist: -7

What do the screens show for `CN(C(=O)COC(=O)c1ccccc1Cc1ccccc1)C1CCS(=O)(=O)C1` (stereo unspecified)?
HCV NS3 hel inh: 1; CRFBP-R2 block: 10; MEKK3 PB1 HTS: 103; CRFR2-BP ag: 0.1; SUMO HTRF inh: 8; DNA FID counter: -38; MEKK2 WT-MEK5: 102; MEKK2mut PB1 HTS: 2; GalR3 antagonist: -2

How did O=C(Nc1cccnc1Cl)c1cccc(S(=O)(=O)N2CCOCC2)c1 do in these assays?
HCV NS3 hel inh: -5; CRFBP-R2 block: 10; MEKK3 PB1 HTS: 100; CRFR2-BP ag: -0.5; SUMO HTRF inh: -10; DNA FID counter: -7; MEKK2 WT-MEK5: 100; MEKK2mut PB1 HTS: 3; GalR3 antagonist: -4

What do the screens show for `C=C(C)Cn1c(-c2cccs2)n[nH]c1=S`?
HCV NS3 hel inh: 2; CRFBP-R2 block: -6; MEKK3 PB1 HTS: 103; CRFR2-BP ag: -0.8; SUMO HTRF inh: 22; DNA FID counter: -3; MEKK2 WT-MEK5: 103; MEKK2mut PB1 HTS: -6; GalR3 antagonist: 1

Results for CCCCC1CN2CCc3c([nH]c4ccccc34)C2(C)C1 (stereo unspecified) ?
HCV NS3 hel inh: -26; CRFBP-R2 block: -7; MEKK3 PB1 HTS: 101; CRFR2-BP ag: -0.1; SUMO HTRF inh: 3; DNA FID counter: 9; MEKK2 WT-MEK5: 116; MEKK2mut PB1 HTS: 7; GalR3 antagonist: -10

How did CCOC(=O)C1(CCc2ccccc2)CCN(C(=O)CN2C(=O)CSC2=O)CC1 do in these assays?
HCV NS3 hel inh: 8; CRFBP-R2 block: -6; MEKK3 PB1 HTS: 98; CRFR2-BP ag: 0.2; SUMO HTRF inh: 9; DNA FID counter: -33; MEKK2 WT-MEK5: 97; MEKK2mut PB1 HTS: -9; GalR3 antagonist: -3

Results for CC(Oc1ccccc1)C(=O)NNC(=O)c1ccccn1 (stereo unspecified) ?
HCV NS3 hel inh: -20; CRFBP-R2 block: -8; MEKK3 PB1 HTS: 100; CRFR2-BP ag: 0.1; SUMO HTRF inh: -18; DNA FID counter: -2; MEKK2 WT-MEK5: 99; MEKK2mut PB1 HTS: -4; GalR3 antagonist: -3

Results for O=C(NC1CCCC1)C(c1ccsc1)N(C(=O)Cc1cccs1)c1ccc(F)cc1 (stereo unspecified) ?
HCV NS3 hel inh: 0; CRFBP-R2 block: -13; CRFR2-BP ag: 0.5; SUMO HTRF inh: 23; DNA FID counter: -3; GalR3 antagonist: -6

How did COc1ccc(Cc2nnc(N)s2)cc1 do in these assays?
HCV NS3 hel inh: 3; CRFBP-R2 block: 24; MEKK3 PB1 HTS: 104; CRFR2-BP ag: 0.1; SUMO HTRF inh: -4; DNA FID counter: -1; MEKK2 WT-MEK5: 107; MEKK2mut PB1 HTS: 6; GalR3 antagonist: -6

How did O=C(NN=C1CCCCC1)c1ccccc1-n1cccc1 do in these assays?
HCV NS3 hel inh: -3; CRFBP-R2 block: -3; MEKK3 PB1 HTS: 101; CRFR2-BP ag: -1.0; SUMO HTRF inh: -2; DNA FID counter: -10; MEKK2 WT-MEK5: 109; MEKK2mut PB1 HTS: 5; GalR3 antagonist: -2

What do the screens show for `CN(CC(=O)Nc1ccc(S(=O)(=O)N2CCCC2)cc1)CC(=O)Nc1ccc(F)c(F)c1F`?
HCV NS3 hel inh: -6; CRFBP-R2 block: 6; MEKK3 PB1 HTS: 99; CRFR2-BP ag: -2.4; SUMO HTRF inh: -8; DNA FID counter: -19; MEKK2 WT-MEK5: 93; MEKK2mut PB1 HTS: -2; GalR3 antagonist: 0

Retrieved by compound from the list above:
What do the screens show for `CN(CC(=O)Nc1ccc(S(=O)(=O)N2CCCC2)cc1)CC(=O)Nc1ccc(F)c(F)c1F`?
HCV NS3 hel inh: -6; CRFBP-R2 block: 6; MEKK3 PB1 HTS: 99; CRFR2-BP ag: -2.4; SUMO HTRF inh: -8; DNA FID counter: -19; MEKK2 WT-MEK5: 93; MEKK2mut PB1 HTS: -2; GalR3 antagonist: 0

Results for O=C(NC1CCCC1)C(c1ccsc1)N(C(=O)Cc1cccs1)c1ccc(F)cc1 (stereo unspecified) ?
HCV NS3 hel inh: 0; CRFBP-R2 block: -13; CRFR2-BP ag: 0.5; SUMO HTRF inh: 23; DNA FID counter: -3; GalR3 antagonist: -6

What do the screens show for `O=C(NCc1cccs1)C1CCN(S(=O)(=O)c2ccc(Cl)cc2)CC1`?
HCV NS3 hel inh: -21; CRFBP-R2 block: 4; MEKK3 PB1 HTS: 97; CRFR2-BP ag: 0.5; SUMO HTRF inh: 15; DNA FID counter: -10; MEKK2 WT-MEK5: 94; MEKK2mut PB1 HTS: -5; GalR3 antagonist: -5

Carrying on:
What do the screens show for `CCc1c(C(=O)OC)nnc2cc(C)nn12`?
HCV NS3 hel inh: -7; CRFBP-R2 block: -1; MEKK3 PB1 HTS: 107; CRFR2-BP ag: 0.3; SUMO HTRF inh: -8; DNA FID counter: -3; MEKK2 WT-MEK5: 101; MEKK2mut PB1 HTS: 3; GalR3 antagonist: -3

What do the screens show for `COc1ccccc1Nc1c([N+](=O)[O-])cc(C)cc1[N+](=O)[O-]`?
HCV NS3 hel inh: 17; CRFBP-R2 block: 24; MEKK3 PB1 HTS: 104; CRFR2-BP ag: -0.1; SUMO HTRF inh: 14; DNA FID counter: 6; MEKK2 WT-MEK5: 104; MEKK2mut PB1 HTS: 3; GalR3 antagonist: -1

What do the screens show for `CS(=O)(=O)Nc1cccc(C2=NN(S(=O)(=O)c3ccc(F)cc3)C(c3cccs3)C2)c1` (stereo unspecified)?
HCV NS3 hel inh: -14; CRFBP-R2 block: 4; MEKK3 PB1 HTS: 103; CRFR2-BP ag: 0.0; SUMO HTRF inh: -13; DNA FID counter: -16; MEKK2 WT-MEK5: 7.0*; MEKK2mut PB1 HTS: 6; GalR3 antagonist: -12

What do the screens show for `Cn1cc(Br)c(C(=O)NNC(=O)Cc2ccc(Cl)cc2)n1`?
HCV NS3 hel inh: -5; CRFBP-R2 block: 7; MEKK3 PB1 HTS: 99; CRFR2-BP ag: -2.2; SUMO HTRF inh: 5; DNA FID counter: -7; MEKK2 WT-MEK5: 93; MEKK2mut PB1 HTS: -7; GalR3 antagonist: -8

How did COc1ccc(C(=O)NCCc2nnc(SCC(=O)Nc3ccc(Br)cc3)n2C)cc1 do in these assays?
HCV NS3 hel inh: -12; CRFBP-R2 block: -19; MEKK3 PB1 HTS: 105; CRFR2-BP ag: -1.6; SUMO HTRF inh: 20; DNA FID counter: -20; MEKK2 WT-MEK5: 107; MEKK2mut PB1 HTS: 7; GalR3 antagonist: -3

How did O=[N+]([O-])c1cccc2ncccc12 do in these assays?
HCV NS3 hel inh: -9; CRFBP-R2 block: 7; MEKK3 PB1 HTS: 87; CRFR2-BP ag: -2.3; SUMO HTRF inh: 4; DNA FID counter: -3; MEKK2 WT-MEK5: 89; MEKK2mut PB1 HTS: -27; GalR3 antagonist: 7

How did Cc1ccc(C)c(-c2nn(-c3cc(N4CCN(CCO)CC4)ccc3[N+](=O)[O-])c(=O)c3ccccc23)c1 do in these assays?
HCV NS3 hel inh: -98; CRFBP-R2 block: 0; MEKK3 PB1 HTS: 98; CRFR2-BP ag: -4.4; SUMO HTRF inh: -12; DNA FID counter: 13; MEKK2 WT-MEK5: 119; MEKK2mut PB1 HTS: 1; GalR3 antagonist: -6

What do the screens show for `CCCCN1C(=O)c2ccc(C(=O)NC3=NCCS3)cc2C1=O`?
HCV NS3 hel inh: -5; CRFBP-R2 block: 3; MEKK3 PB1 HTS: 100; CRFR2-BP ag: -2.2; SUMO HTRF inh: 15; DNA FID counter: -7; MEKK2 WT-MEK5: 99; MEKK2mut PB1 HTS: 5; GalR3 antagonist: 9

Results for COc1ccc(-c2ccc(C(C)=O)cc2)cc1[C@H]1[C@H]2C=CC[C@@H](C)[C@@H]2C(=O)N1Cc1ccccc1 ?
CRFBP-R2 block: -5; MEKK3 PB1 HTS: 68; CRFR2-BP ag: 5.3; SUMO HTRF inh: 22; MEKK2 WT-MEK5: 69; MEKK2mut PB1 HTS: 2; GalR3 antagonist: -5

Results for Cc1ccc(S(=O)(=O)N2CCC(C(=O)N3CCC[C@H]3C(=O)NCc3ccccc3)CC2)cc1 ?
HCV NS3 hel inh: 0; CRFBP-R2 block: -20; MEKK3 PB1 HTS: 105; CRFR2-BP ag: 1.0; SUMO HTRF inh: -9; DNA FID counter: -25; MEKK2 WT-MEK5: 104; MEKK2mut PB1 HTS: 0; GalR3 antagonist: -5

How did Cc1c(NC(=O)C(C)N2C(=O)NC3(CCC(C)CC3)C2=O)c(=O)n(-c2ccccc2)n1C (stereo unspecified) do in these assays?
HCV NS3 hel inh: 0; CRFBP-R2 block: -2; MEKK3 PB1 HTS: 100; CRFR2-BP ag: -0.6; SUMO HTRF inh: 26; DNA FID counter: -5; MEKK2 WT-MEK5: 104; MEKK2mut PB1 HTS: 1; GalR3 antagonist: 1

How did CCOc1cc(CN2CCOCC2)cc(C(C)=O)c1 do in these assays?
HCV NS3 hel inh: -7; CRFBP-R2 block: -1; MEKK3 PB1 HTS: 95; CRFR2-BP ag: 1.1; SUMO HTRF inh: 18; DNA FID counter: 0; MEKK2 WT-MEK5: 95; MEKK2mut PB1 HTS: -8; GalR3 antagonist: -1

An excerpt. The share of hits here may be higher or lower than overall.
